Compound activity: PubChem, National Center for Advancing Translational Sciences (NCATS)
L3MBTL1 block – qHTS Assay for the Inhibitors of L3MBTL1; Lethal(3)malignant brain tumor-like protein 1 (Homo sapiens), Q9Y468; AlphaScreen L3MBTL1–H3K9me1 peptide binding; Potency, µM (doses to about 57.1 µM), without a hit: at the top dose activity, negative = inhibition, actives largely listed as inhibitors; 230,000 tested, 0.66% active; active means well fitted inhibition curve with a large enough effect; inconclusive means small, poorly fitted or top-dose-only effect; inactive means no such curve, though single readings can be large or run the other way; further: nearly all actives have a fitted effect of over 60% in size
Target sequence (Q9Y468 whole entry, looked up): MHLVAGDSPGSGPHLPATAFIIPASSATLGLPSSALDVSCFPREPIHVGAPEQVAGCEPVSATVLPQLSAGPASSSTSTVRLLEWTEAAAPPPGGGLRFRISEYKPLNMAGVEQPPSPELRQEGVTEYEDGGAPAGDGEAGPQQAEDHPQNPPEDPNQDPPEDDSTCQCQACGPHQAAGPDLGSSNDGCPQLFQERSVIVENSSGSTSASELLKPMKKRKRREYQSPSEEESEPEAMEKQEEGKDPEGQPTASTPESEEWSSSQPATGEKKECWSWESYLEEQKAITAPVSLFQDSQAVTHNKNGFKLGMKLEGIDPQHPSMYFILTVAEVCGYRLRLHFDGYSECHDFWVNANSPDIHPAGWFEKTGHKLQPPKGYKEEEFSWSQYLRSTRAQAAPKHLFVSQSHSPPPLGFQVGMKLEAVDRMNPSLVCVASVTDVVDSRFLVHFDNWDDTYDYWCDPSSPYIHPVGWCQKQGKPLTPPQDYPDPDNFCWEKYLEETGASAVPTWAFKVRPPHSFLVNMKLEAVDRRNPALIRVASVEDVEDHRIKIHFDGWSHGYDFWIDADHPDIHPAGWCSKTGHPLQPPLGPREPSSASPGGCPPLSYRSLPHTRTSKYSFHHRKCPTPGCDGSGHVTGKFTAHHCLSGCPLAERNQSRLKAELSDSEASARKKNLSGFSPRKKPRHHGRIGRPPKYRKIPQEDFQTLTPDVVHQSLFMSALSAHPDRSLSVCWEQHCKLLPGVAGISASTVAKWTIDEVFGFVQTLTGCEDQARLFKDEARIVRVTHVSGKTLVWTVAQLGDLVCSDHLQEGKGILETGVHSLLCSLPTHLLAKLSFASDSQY
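Displacement of a biotinylated histone H3(1-15) peptide monomethylated at Lys9 (75 nM) from L3MBTL1 (50 nM) was measured by AlphaScreen after a 30 min room-temperature compound incubation; cefsulodin titration served as intraplate control.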
The depositor's hits bear a star; ? = inconclusive; [ ] = dose if it differs, or a comment. On the % scale 0 is the no-effect control and ±100 the full control effect; potency means the concentration at half of the fitted maximal effect.

SMILES | L3MBTL1 block
CCCCN(C(=O)c1cc2c(s1)CCCCC2)c1c(N)n(CC(C)C)c(=O)[nH]c1=O | 0%
CC(=NNC(=O)c1cccc(S(=O)(=O)N2CCOCC2)c1)c1ccc(Cl)cc1 | -4%
CC(C)c1ccc(C2(C)NC(=O)N(CC(=O)NC3CCCC(C)C3C)C2=O)cc1 (configuration not stated) | 2%
CC(=O)c1ccc(S(=O)(=O)N2CCNC(=O)C2)cc1 | 0%
CC(=O)Nc1cccc(C(=O)Nc2ccc(S(=O)(=O)NC3=NCCCCC3)cc2)c1 | 0%
COc1ccc(CC2CC(=O)N(c3ccc(C)cc3)C2=O)cc1 (configuration not stated) | 1%
CC(=O)Nc1cccc(NC(=O)CSc2nc(=O)n(CCCN3CCOCC3)c3c2CCC3)c1 | 7%
CCOC(=O)c1ccc(OCCOc2cccc(C)c2)cc1 | 70%[activator]
COc1cc(OC)cc(C(=O)NC(C(=O)Nc2ccc3c(c2)OCO3)C(C)C)c1 (configuration not stated) | -7%
COCCN1C(=O)N(c2ccc(OC)cc2)C(=O)C1CC(=O)Nc1cccc(F)c1 (configuration not stated) | 2%
O=S(=O)(Nc1ccc(-c2ccc3nncn3n2)cc1)c1ccccc1F | 2%
Cc1cc(C)c(C)c(S(=O)(=O)N2CCC(C(=O)OCC(=O)NC3CCS(=O)(=O)C3)CC2)c1C (configuration not stated) | 2%
O=C(CSc1nnnn1C1CC1)Nc1ccc(S(=O)(=O)N2CCOCC2)cc1 | -7%
O=C(Cc1ccc(Br)cc1)OCC(=O)N1CCCCCC1 | -4%
O=C(CSc1nc2ccccc2c(=O)n1-c1ccc(F)cc1)NC1CCS(=O)(=O)C1 (configuration not stated) | 2%
CC1CCN(C(=O)CNC(=O)CNS(=O)(=O)c2ccccc2)CC1 | 5%
CC(CN1CCCCC1)c1ccccc1 (configuration not stated) | -2%
CCCCN(C)C(=O)c1cccc(OC2CCN(CC(C)(C)C)CC2)c1 | 63%[activator]
Cc1cc(C)n2nc(C(=O)Nc3cccc(S(=O)(=O)N4CCOCC4)c3)nc2n1 | 12%
CC1CC1C(=O)OCC(=O)Nc1cccc(Br)c1 (configuration not stated) | 2%
Cc1cccc(C)c1NC(=O)CN(C)C(=O)c1cccc(-n2cccc2)c1 | 28µM*
CCN(CC)CCn1c(SCC(=O)Nc2ccc3c(c2)CCC3)nc2ccccc2c1=O | -29%
Cc1ccc(S(=O)(=O)NCC(=O)OC(C)C(=O)NC(=O)NC2CCCCC2)cc1C (configuration not stated) | 7%
COc1ccc(CCNC(=O)COc2cccc3c2OC(C)(C)C3)cc1OC | 1%
COc1ccc(CCNC(=O)CN(C)S(=O)(=O)c2ccc(OC)cc2)cc1 | 5%
Cc1ccccc1OCCC(=O)OCC(=O)NC1CC1 | 7%
Cc1cc(C)cc(NC(=O)COC(=O)CC2CCCC2)c1 | 7%
O=CNCc1nc2ccccc2n1CCc1ccccc1 | -3%
COc1ccc(C(=O)OCC(=O)NCc2ccc3c(c2)OCO3)cc1S(=O)(=O)N1CCOCC1 | -12%
NC(=O)CC(NC(=O)Cc1cccc2ccccc12)c1ccc(NC2CC3CCC2C3)c([N+](=O)[O-])c1 (configuration not stated) | 0%
Cc1ccc(S(=O)(=O)N2CCN(C(=O)COC(=O)c3cccc(Cl)c3)CC2)c(C)c1 | 8%
COc1ccc(C(CNC(=O)c2cccc(S(=O)(=O)Nc3ccc(C)cc3)c2)N2CCCCC2)cc1 (configuration not stated) | -11%
COCC(=O)N1CCCC(C(=O)c2ccc(C(F)(F)F)cc2)C1 (configuration not stated) | 1%
COc1ccc(N2CCN(C(=O)COC(=O)CNC(=O)c3cccc(OC(F)F)c3)CC2)cc1 | -10%
N#Cc1ccc(C(=O)NC(=S)NC2CCCCC2)cc1 | -1%
O=C(COc1ccc(-c2ccccc2)cc1)NNC(=O)Nc1ccccc1 | -4%
COc1ccc2nc(C)cc(Nc3cccc(C(=O)O)c3)c2c1 | 2%
Cc1cccc(NC(=O)c2nc[nH]c2C(=O)N[C@@H](C)c2ccccc2)c1 | -9%
CC1(C)CC2CC(C)(CN2C(=O)COC(=O)c2cccc(O)c2)C1 (configuration not stated) | 1%
COc1ccc(NC(=O)COC(=O)Cc2coc3cc(OC)ccc23)c(OC)c1 | 8%
COc1ccc(S(=O)(=O)Nc2cccnc2)cc1OC | 0%
COc1ccc(S(=O)(=O)Nc2cccc3c2O[C@@H](CN(C)Cc2ccc(C(=O)O)cc2)[C@@H](C)CN([C@H](C)CO)C3=O)cc1 | 6%
CC(=O)c1cccc(NC(=O)c2cnn(-c3ccccc3)c2C)c1 | -10%
COc1ccccc1C(=O)NNC(=O)c1ccc(Br)cc1 | 4%
COc1cc(OC)cc(C(=O)N[C@H](C(=O)NNC(=O)c2ccc(Br)cc2)C(C)C)c1 | 4%
Cc1noc(C)c1NC(=O)N(C)C[C@H]1Oc2ccc(NC(=O)Cn3cnnn3)cc2C(=O)N([C@H](C)CO)C[C@@H]1C | 5%
Cc1ccc(NC(=O)CSc2nnc3ccc(-c4ccncc4)nn23)cc1 | -21%
COc1ccc(S(=O)(=O)N2CCC3(CC2)OCCN3S(=O)(=O)c2cccs2)cc1 | 7%
COc1ccc(S(=O)(=O)N2CCCCCC2)cc1NC(=O)CN1C(=O)NC(C)(c2ccccc2)C1=O (configuration not stated) | -2%
O=C(CCC(=O)NC1CCCCC1)Nc1cccnc1 | -2%
Next section
SMILES | L3MBTL1 block
O=C(NNC(=O)c1ccc2ccccc2n1)c1ccc(O)cc1 | -1%
O=C(COC(=O)Cc1ccc(Br)cc1)NC1CCCC1 | 11%
CCOCc1c(C(=O)Nc2ccc3nc(N4CCOCC4)sc3c2)oc2ccccc12 | -1%
Cc1ccc(NC(=O)c2cccc(S(=O)(=O)N3CCCc4ccccc43)c2)nc1 | -2%
COc1cccc(NC(=O)CN(C)C(=O)CSc2ccc3c(c2)OCCO3)c1 | -5%
COc1ccccc1CN1CCN(Cc2nc(-c3ccc(C)cc3)oc2C)CC1 | -2%
COc1ccc(N(CC(=O)Nc2ccccc2OC)S(=O)(=O)c2ccccc2)cc1Cl | 6%[2.29 µM]
CC(NC(=O)c1cc(S(=O)(=O)N2CCOCC2)ccc1N1CCCC1)c1ccc(Cl)c(Cl)c1 (configuration not stated) | 2%
Cc1cc(NC(=O)Nc2ccc(Cl)cc2)no1 | -1%[2.29 µM]
O=S(=O)(c1ccc(SCc2cccc(Cl)c2)nc1)N1CCCC1 | 55%[activator]
CSc1cccc(NC(=O)c2cc(S(=O)(=O)N3CCCCC3)c[nH]2)c1 | -6%
Cc1cc(NC(=O)C(C)SCC(=O)N(C)CC(=O)Nc2ccc(F)cc2)no1 (configuration not stated) | -6%
CCC1(c2ccccc2)NC(=O)N(CC(=O)Nc2ccc3c(C)cc(=O)oc3c2)C1=O (configuration not stated) | -3%
O=C(NC(Cc1ccccc1)C(=O)N1CCCC(C(F)(F)F)C1)c1ccccc1 (configuration not stated) | 6%
Cc1cccc(OCC(=O)NNC(=O)c2cc(S(=O)(=O)N(C)C)ccc2N2CCCC2)c1 | 3%
CC(Sc1nnc(-c2ccco2)n1N)C(=O)NC1CCCCC1C (configuration not stated) | 6%
COc1ccc(NC(=O)CN(C)C(=O)c2ccccc2CCc2ccccc2)cc1 | -4%
O=C(COC(=O)c1ccc(Br)o1)Nc1ccc(N2CCOCC2)cc1 | -11%
O=C(CN1C(=O)NC2(CCCCCC2)C1=O)N1CCN(c2ccccc2)CC1 | 2%
CCn1c(SCC(=O)Nc2oc(C)c3c(C)n[nH]c(=O)c23)nc2sc(C)c(C)c2c1=O | 9%

5 compounds picked at random from the list so far, as already listed:
SMILES | L3MBTL1 block
CC1CCN(C(=O)CNC(=O)CNS(=O)(=O)c2ccccc2)CC1 | 5%
COc1cc(OC)cc(C(=O)NC(C(=O)Nc2ccc3c(c2)OCO3)C(C)C)c1 (configuration not stated) | -7%
CCCCN(C)C(=O)c1cccc(OC2CCN(CC(C)(C)C)CC2)c1 | 63%[activator]
N#Cc1ccc(C(=O)NC(=S)NC2CCCCC2)cc1 | -1%
Cc1noc(C)c1NC(=O)N(C)C[C@H]1Oc2ccc(NC(=O)Cn3cnnn3)cc2C(=O)N([C@H](C)CO)C[C@@H]1C | 5%

Remaining list, next part:
SMILES | L3MBTL1 block
CNC(=O)Cn1nc(C)c(S(=O)(=O)N2CCOCC2)c1C | 7%
Cc1cccc(NC(=O)CCN2CC(C)CC(C)C2)c1 (configuration not stated) | 8%
C=CCN1C(=O)C(=O)N(CC(=O)NCC(=O)Nc2ccc(F)c(F)c2F)C1=O | 5%
O=C(CCN=C1NS(=O)(=O)c2ccccc21)Nc1ccc(Cl)cc1F | 8%
O=C(COc1ccccc1C(=O)O)Nc1cccc2ccccc12 | 5%
Cc1cccnc1NC(=O)c1ccc(OCC2CCCO2)cc1 (configuration not stated) | -4%
CCOc1ccc(S(=O)(=O)NCc2ccc3c(c2)OCO3)cc1 | -3%
CC(=O)Nc1ccc(S(=O)(=O)NCCC(=O)OCc2csc(CC(=O)Nc3ccccc3C)n2)cc1 | 7%
COC(=O)[C@]1(Cc2ccccc2)N[C@H](CN(C)S(=O)(=O)c2ccc(C(C)(C)C)cc2)[C@@H]2C(=O)N(C)C(=O)[C@@H]21 | 4%
COc1ccc(/C=N/Nc2nncn2N)cc1Br | ?
CC(Sc1nnnn1C1CC1)C(=O)Nc1cccc(S(=O)(=O)N2CCOCC2)c1 (configuration not stated) | -8%
Cc1ccc(S(=O)(=O)N2CCOCC2)cc1C(=O)NC1=NCCS1 | -4%
N#Cc1ccccc1OCC(=O)OCC(=O)N1CCCC1 | 6%
COc1ccc(S(=O)(=O)NCC(c2ccco2)N2CCc3ccccc3C2)cc1 (configuration not stated) | -1%
O=C(Cn1ccc(NC(=O)OCc2ccccc2)nc1=O)NCCN1CCOCC1 | 7%
C[C@@H]1COC(=O)[C@H](Cc2ccc(F)cc2)C/C=C\C[C@@H](CC(=O)N[C@H](CO)Cc2ccccc2)C(=O)N1 | 2%
CCc1ccc(C(=O)NNC(=O)CN2C(=O)NC3(CCCC3)C2=O)cc1 | 5%
O=C(COC(=O)c1ccccn1)Nc1ccc2c(c1)OCCO2 | -1%
Cc1ccc(S(=O)(=O)N2CCC3(CC2)OCCN3S(=O)(=O)c2cccs2)cc1 | 5%
CCCN(CC(=O)Nc1ccccc1OC)C(=O)Cn1[nH]c(=O)c2ccccc2c1=O | 3%
CCC(CO)Oc1cc(NCc2cccc(OC)c2)c2ncn(C(C)C)c2c1 (configuration not stated) | -12%
COc1ccc(OC)c(C(=O)NC(CC(N)=O)c2ccc(NC(C)C)c([N+](=O)[O-])c2)c1 (configuration not stated) | -1%
CC(C)(CNC(=O)c1ccc(-c2cccc(C(F)(F)F)c2)o1)N1CCOCC1 | 10%
Cc1ccc(C(=O)Nc2cccnc2)cc1Cl | 5%
CCOC(=O)[C@@H]1[C@H]2COc3ccccc3[C@@H]2N2C(=O)N(c3cccc(C)c3)C(=O)[C@@]12C | 0%
OCCN1CCOCCOc2ccccc2OCCOCC1 | 3%
Cc1ccc(S(=O)(=O)N2CCN(C(=O)COC(=O)CC(C)c3ccccc3)CC2)c(C)c1 (configuration not stated) | 7%
O=C(O)Cn1c(-c2ccccn2)nc2ccccc21 | -2%
COc1cc(CCCN2CCNC[C@@H]2C(C)O)cc(OC)c1OC (some centres not stated) | -1%
O=C(C[C@H]1C/C=C\C[C@H](NC(=O)OCC2c3ccccc3-c3ccccc32)C(=O)OC[C@@H]2CCCN2C1=O)N[C@H](CO)Cc1ccccc1 | -9%

A draw from above in order of formula weight, rising.
SMILES | L3MBTL1 block
Cc1ccc(C(=O)Nc2cccnc2)cc1Cl | 5%
COc1cc(CCCN2CCNC[C@@H]2C(C)O)cc(OC)c1OC (some centres not stated) | -1%
CCC(CO)Oc1cc(NCc2cccc(OC)c2)c2ncn(C(C)C)c2c1 (configuration not stated) | -12%
CCOC(=O)[C@@H]1[C@H]2COc3ccccc3[C@@H]2N2C(=O)N(c3cccc(C)c3)C(=O)[C@@]12C | 0%
Cc1ccc(S(=O)(=O)N2CCN(C(=O)COC(=O)CC(C)c3ccccc3)CC2)c(C)c1 (configuration not stated) | 7%

Continuation:
SMILES | L3MBTL1 block
O=C(O)c1cccc(NC(=O)c2cn(-c3ccccc3)nc2-c2cccc(Br)c2)c1 | -5%
Cc1cc(C)cc(C(=O)NCC(=O)OCc2nc(N)nc(Nc3ccccc3C)n2)c1 | -3%
Cc1csc(NC(=O)CSc2nnc(NC(=O)NC(C)(C)C)s2)n1 | -5%
NC(=O)c1ccccc1-c1noc(-c2ccccc2F)n1 | 17%
Cc1cccc(CC(=O)N2CCOCC2)c1 | 10%
CCN(CC)CCn1c2c(c(SCC(=O)Nc3ccc(C(C)C)cc3)nc1=O)CCCC2 | -7%
COC1c2ccccc2C(=O)N1CCc1ccc(Cl)cc1 (configuration not stated) | 5%
CC(=O)c1ccc(S(=O)(=O)NCCC(=O)N2CCN(c3ccccn3)CC2)cc1 | 1%
O=C(COc1ccc(Cl)cc1Cl)NCC1(N2CCOCC2)CCCCC1 | -2%
Cc1ccc(C)c(NC(=O)CN(C)C(=O)c2sccc2C)c1 | -5%

A portion of the library; rates above refer to the full screens.
